Source: PubChem BioAssay
HT1080NT lethal – kills 2HG-producing HT-1080-NT fibrosarcoma cells. HT-1080-NT fibrosarcoma viability, CellTiter-Glo ATP luminescence, 48 h. Potency, µM (doses to about 46.1 µM), inactives show top-dose activity, negative = less viability, actives largely listed as cytotoxic. 1.6% of 360,000 active. AID 686970;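 also: NT is the 2HG producing partner of a matched IDH1 knockdown line; potency is read from the fitted curve at half-maximal effect; 0% = DMSO-treated cells and -100% = media-only wells without cells; nearly all actives have a fitted effect of over 55% in size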
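Viability of the 2HG-overproducing fibrosarcoma line after 48 hours of compound exposure at 37 degrees C was determined by luminescence with CellTiter-Glo, and concentration-effect curves were then fitted and categorized.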
MCF10A rerep – inducers of DNA re-replication in MCF 10A breast cells; MCF 10A DNA re-replication, Hoechst nuclear intensity, 48 h; Potency, µM (doses to about 46.1 µM), for inactives: top-dose activity, positive = re-replication, actives largely listed as activators; 2.9% of 350,000 active; AID 624296; also: potency is read from the fitted curve at half-maximal effect; % of control where 0% means no effect; nearly all actives have a fitted effect of over 50% in size
KB-V1 MDR tox – kills drug-selected multidrug resistant KB-V1 cells. KB-V1 MDR cells viability, CellTiter-Glo, 72 h. Potency, µM (top dose mostly 46.1 µM), without a hit: at the top dose activity change, negative = cytotoxicity, most hits filed as cytotoxic. 3.4% of 400,000 active. AID 1347076; also: potency is read from the fitted curve at half-maximal effect; % is scaled to controls: 0 for no effect and ±100 for the full control effect; nearly all actives have a fitted effect of over 60% in size
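Luminescent ATP read-out (CellTiter-Glo, 10 min) measures survival of drug-selected KB-V1 MDR cells after 72 h, 37 degrees C compound exposure. Medium: phenol-red-free DMEM, 10% FBS. Values from fitted concentration-response curves.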
IL-1B inflam inh – inhibitors of inflammasome signaling (IL-1 beta secretion) | 4.7% of 360,000 active | THP-1 LPS/ATP IL-1B secretion, AlphaLISA, 16 h; active compounds read low | activity change, % at 57.5 µM; in the data active = activity change below about -50%; inconclusive = mostly about -30% to -49%; also: % is scaled to controls: 0 for no effect and ±100 for the full control effect
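THP-1 cells pretreated 1 hr with compounds (up to 57.5 uM final), then stimulated with LPS (250 ng/mL final) plus ATP (1.25 mM final); secreted IL-1B measured by AlphaLISA after 16 hr, decreased signal indicating inhibition.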
S2 tox – reduces viability in counter-screen for ATXN expression inhibitors; S2 cells (HEK-293 line with an ATXN2-luciferase reporter) viability, CellTiter-Fluor protease fluorescence, 24 h; Potency, µM (series often up to 56.7 µM), actives largely listed as cytotoxic; 0.49% of 400,000 active; AID 651635; also: potency is read from the fitted curve at half-maximal effect; nearly all actives have a fitted effect of over 40% in size
SW480 rerep – DNA re-replication induction in SW480 cells; SW480 DNA re-replication, Hoechst DNA content imaging, 48 h; Potency, µM (doses to about 46.1 µM), inactives show at the top dose re-replication activation, most hits filed as activators; 1.8% of 340,000 active; AID 624297; also: potency is read from the fitted curve at half-maximal effect; % of control where 0% means no effect; nearly all actives have a fitted effect of over 55% in size
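Image-based read-out: total Hoechst fluorescence of nuclei (405 nm excitation, 500-530 nm emission), with hits raising the fraction of high-intensity nuclei. SW480 colon cells incubated 48 hr with compounds at 37 C.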
HT1080 IDH1KD tx – kills HT-1080 cells with IDH1 knockdown; 2% of 360,000 active; HT-1080 IDH1 knockdown viability, ATP luminescence, 48 h; Potency, µM (top dose mostly 46.1 µM), without a hit: top-dose activity, negative = toxicity, actives largely listed as cytotoxic;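 also: potency is read from the fitted curve at half-maximal effect; 0% = DMSO wells and -100% = cell-free medium wells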
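% activity derives from luminescence (CellTiter-Glo), normalised to DMSO and no-cell wells. HT-1080-IDH1KD cells, 750/well, had 48 h compound exposure at 37 °C.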
KB-3-1 tox – KB-3-1 parental cell cytotoxicity | KB-3-1 viability, CellTiter-Glo ATP luminescence, 72 h | Potency, µM (highest dose often 46.1 µM), inactives show top-dose activity change, negative = cytotoxic, usual class: cytotoxic | 1.4% of 400,000 active; also: potency is read from the fitted curve at half-maximal effect; % is scaled to controls: 0 for no effect and ±100 for the full control effect; nearly all actives have a fitted effect of over 60% in size
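Here the drug-naive KB-3-1 line serves as comparator for MDR sub-line selectivity; cells received compound titrations, 72 h at 37 °C, then CellTiter-Glo readout.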
ATXN2 expr inh – reduces ATXN2 reporter expression in HEK-293 cells; 0.72% of 360,000 active; Potency, µM (doses to about 57 µM), for the others: at the top dose activity change, negative = inhibition, hits mostly inhibitors; HEK-293 ATXN2-luciferase reporter, luminescence, 24 h; also: potency is read from the fitted curve at half-maximal effect; % is scaled to controls: 0 for no effect and ±100 for the full control effect; nearly all actives have a fitted effect of over 55% in size
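ATXN2-luciferase reporter cells (luciferase flanked by upstream and downstream ATXN2 gene portions) were treated 24 h at 37 °C with compounds at up to 57 uM. SteadyGlo luminescence gave expression; GF-AFC fluorescence gave viability.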
The depositor's hits bear a star; i = inactive; ? = inconclusive; nt = no result given; & = joins results of further samples; [ ] = dose if it differs, or a comment. Unless noted, calls follow the shape of the dose curve; as a rule, active = well fitted curve in the direction sought with a large enough effect; inconclusive = small, poorly fitted or top-dose-only effect, or another doubt; inactive = no such curve, though single readings can be large; an effect the other way counts as inactive or inconclusive. Compounds were not picked by outcome (roughly 11% active in at least one column).

SMILES	ATXN2 expr inh	KB-V1 MDR tox	HT1080NT lethal	MCF10A rerep	SW480 rerep	KB-3-1 tox	HT1080 IDH1KD tx	S2 tox	IL-1B inflam inh
CC(C)(O)[C@H]1Cc2cc3ccc(=O)oc3cc2O1	4%	0%	8%	1%	-12%	?	18%	i	-27
C[C@H]1CN=C(Nc2ccccc2)N1CCc1ccc(F)cc1	-12%	22%	-3%	11%	-24%	-3%	-3%	i	-13
COc1ccc(NC(=O)C2CCC(C)(C(=O)O)C2(C)C)cc1 (stereo unspecified)	-11%	16%	15%	2%	-4%	-1%	22%	i	14
CCC(C)c1nc2c(c(N3CCC3=O)c1-c1ccccc1)CCCC2 (stereo unspecified)	-12%	-6%	23%	-3%	0%	-28%	4%	i	6
CN(C)S(=O)(=O)c1ccc(C(=O)N2CCN=C2SCc2ccccc2)cc1	nt	-1%	-3%	2%	-5%	4%	3%	i	-13
CC(C)N(CCNS(=O)(=O)c1ccc(Cl)cc1)C(C)C	nt	-4%	1%	-3%	-17%	1%	3%	nt	8
CC(C)[C@H](NC(=O)c1c(F)cccc1F)C(=O)Nc1cccc(Br)c1	5%	11%	0%	10%	-18%	7%	-1%	i	13
CC1CCN(c2nc3c(c(=O)[nH]c(=O)n3C)n2CCSc2ncccn2)CC1	8%	-1%	10%	1%	-8%	?	-1%	i	?
CCC(C)NC(=O)Cn1c(=O)n(-c2ccc(Cl)cc2)c(=O)c2c3c(sc21)CCCC3 (stereo unspecified)	-4%	-4%	nt	nt	nt	0%	nt	i	nt
O=C(Nc1ccncc1)c1ccc2ccccc2c1	14%	16µM*	-9%	7%	-3%	-23%	-7%	nt	-61*
COc1cc(/C=C/C(=O)O)ccc1OS(=O)(=O)c1cc(Br)ccc1C	nt	-21%	-4%	-4%	2%	-5%	-2%	i	24
COc1ccc(C(=O)NC(C)c2nc3ccccc3n2C)cc1OC (stereo unspecified)	-21%	-8%	4%	3%	-4%	14%	8%	i	33
COC(=O)C1=C(C)N(CCc2ccc(OC)c(OC)c2)C(=O)C1	4%	1%	0%	-4%	1%	-3%	11%	i	-4
COc1cccc(CNC(=O)CN2C(=O)CSc3c2c(C)nn3-c2ccccc2)c1	-5%	14%	nt	nt	nt	-1%	nt	i	nt
COCCNC(=O)C1CCCN(C(=O)Cc2cccc3ccccc23)CC1 (stereo unspecified)	-2%	-2%	?	nt	nt	0%	26%	i	13
O=C(NCc1ccccc1Cl)c1ccc[nH]1	-17%	-8%	-3%	2%	0%	-10%	5%	i	-8
CCCNS(=O)(=O)c1ccc(Oc2ncc(C(F)(F)F)cc2Cl)cc1	-6%	?	-3%	8%	0%	0%	-9%	i	-7
Cc1ccc(C(=O)NCCCN2CCOCC2)o1	nt	2%	-6%	1%	-14%	-2%	0%	nt	23
CCOC(=O)c1c(C)nn(-c2ncccc2NC(=O)NC(C)C)c1C	0%	-14%	2%	1%	-10%	22%	5%	i	14
C=CCSc1nc2c(N)ncnc2n1C1OC(CO)C(O)C1O (stereo unspecified)	nt	-2%	9%	nt	nt	0%	15%	nt	-12
O=C(C(Cl)Cl)N1CCN(Cc2ccccc2)CC1	-9%	2%	11%	?	-2%	-3%	19%	i	19
Cc1ccc(NS(=O)(=O)c2cccc(C(=O)O)c2)cc1S(=O)(=O)N1CCOCC1	-11%	7%	14%	-5%	-10%	-2%	23%	i	2
COc1ccc(CCNC(=O)Cn2c(=O)cc(C(F)(F)F)c3c(C)nn(C)c32)cc1OC	0%	3%	nt	nt	nt	-3%	nt	i	nt
CCOC(=O)C(CCCCCOc1ccccc1[N+](=O)[O-])C(=O)OCC	-6%	-18%	2%	-5%	-6%	-3%	-2%	i	-14
Cc1ccc2nc(-c3ccccc3)cc(C(=O)NCCCn3ccnc3)c2c1	-17%	-6%	-17%	5%	-2%	-1%	4%	i	?
O=C(OCc1ccco1)c1ccc2c(c1)N(Cc1ccc([N+](=O)[O-])cc1)C(=O)c1ccccc1S2	3%	?	nt	nt	nt	16%	nt	i	nt
NS(=O)(=O)c1ccc(NC(=S)N2CCN(c3ccc(Cl)c(Cl)c3)CC2)cc1	7%	-6%	?	?	?	?	?	i	3
CC(C)Cc1cc(C(=O)Nc2cc(Br)ccc2O)no1	-34%	10%	3%	14%	-2%	?	-2%	?	?
Cc1cc(C(=O)OCc2nnc(-c3ccccc3)o2)c(C)n1-c1ccccc1	0%	?	-19%	30%	-6%	-22%	-18%	i	-16
O=C(CCn1c(=O)oc2ccccc21)NCCN1CCc2ccccc2C1	-5%	1%	5%	1%	-1%	5%	1%	i	15

The last seven records of the part above are carried over, then new ones follow:
SMILES	ATXN2 expr inh	KB-V1 MDR tox	HT1080NT lethal	MCF10A rerep	SW480 rerep	KB-3-1 tox	HT1080 IDH1KD tx	S2 tox	IL-1B inflam inh
CCOC(=O)C(CCCCCOc1ccccc1[N+](=O)[O-])C(=O)OCC	-6%	-18%	2%	-5%	-6%	-3%	-2%	i	-14
Cc1ccc2nc(-c3ccccc3)cc(C(=O)NCCCn3ccnc3)c2c1	-17%	-6%	-17%	5%	-2%	-1%	4%	i	?
O=C(OCc1ccco1)c1ccc2c(c1)N(Cc1ccc([N+](=O)[O-])cc1)C(=O)c1ccccc1S2	3%	?	nt	nt	nt	16%	nt	i	nt
NS(=O)(=O)c1ccc(NC(=S)N2CCN(c3ccc(Cl)c(Cl)c3)CC2)cc1	7%	-6%	?	?	?	?	?	i	3
CC(C)Cc1cc(C(=O)Nc2cc(Br)ccc2O)no1	-34%	10%	3%	14%	-2%	?	-2%	?	?
Cc1cc(C(=O)OCc2nnc(-c3ccccc3)o2)c(C)n1-c1ccccc1	0%	?	-19%	30%	-6%	-22%	-18%	i	-16
O=C(CCn1c(=O)oc2ccccc21)NCCN1CCc2ccccc2C1	-5%	1%	5%	1%	-1%	5%	1%	i	15
COc1cccc(CC(=O)Nc2ccc(-c3csc(C)n3)cc2)c1	25%	?	-2%	9.2µM*	-43%[inhibitor]	8%	-2%	i	-12
COc1cccc(N2CCN(C(=O)CCc3nnc4ccc(N5CCCC5)nn34)CC2)c1	-11%	-2%	-1%	-2%	-1%	6%	9%	i	?
COc1ccc(NC(=O)C2CCCN2C(=O)NC2CCCCC2)cc1OC (stereo unspecified)	1%	-9%	-1%	-1%	-3%	-4%	-8%	i	2
O=S1(=O)CCO[C@H]2Cc3ccccc3[C@H]2N1Cc1cccc(F)c1	-6%	-14%&-21%	-3%	18%	6%	-19%&-9%	-1%	i	15
Cc1csc(NC(=O)Cc2ccc(Br)cc2)n1	38%[activator]	-7%	-23%	25%	-38%[inhibitor]	-17%	-10%	i	-9
CC(=O)c1cccc(S(=O)(=O)N2CCN(c3nc4cc(C)cc(C)c4cc3C#N)CC2)c1	2%	-5%	2%	?	?	-27%	2%	?	-25
Cc1cc(C)n2c(SCC(=O)N(CCC#N)c3ccc4c(c3)OCCO4)nnc2n1	nt	0%	-4%	nt	nt	?	1%	i	-6
CN(C)NC(=S)Nc1cccc(C(F)(F)F)c1	4%	4%	12%	-8%	16%	-4%	3%	i	nt
O=C(NC1(Cc2ccccc2)CCN(CCc2cccs2)C1=O)c1ccccc1 (stereo unspecified)	6%	12%	-9%	8%	-7%	1%	3%	?	-13
CN(CC(=O)Nc1ccc(Cl)c(Cl)c1)C(=O)C1CCC1	-12%	2%	0%	6%	0%	0%	-6%	i	?
Cc1ccc(S(=O)(=O)CCC(=O)OCC(=O)N2CCN(c3ccccc3)CC2)cc1	0%	3%	6%	0%	-1%	-3%	17%	i	11
Cc1ccc(S(=O)(=O)c2c(C)nn(C(C)(C)C)c2OC(=O)c2cccs2)cc1	?	3%	23µM*	18µM*	-5%	-11%	26µM*	i	9
O=C(CCCN1C(=O)c2cccc3cccc(c23)C1=O)N1CCc2ccccc2C1	1%	-16%	-3%	?	1%	9%	2%	i	-1
CCCNNC(=O)C(O)(c1cccc(C)c1)c1cccc(C)c1	-4%	-27%	2%	-1%	-2%	-8%	-2%	i	-10
CCCC(=O)Nc1ccc(Sc2ccc([N+](=O)[O-])cc2)cc1	?	-20%	?	?	-1%	-24%	?	i	?
O=C(Nc1cccc(NC(=O)c2cccnc2)c1)c1ccccc1	-7%	7%	0%	-1%	-5%	-18%	5%	i	3
CCc1c(C)nc2cc(C)[nH]n2c1=O	-2%	12%	-15%	-5%	-1%	?	-8%	i	-14
COc1ccccc1-c1cnc(C(O)c2cccc(C)c2C)[nH]1 (stereo unspecified)	7%	?	-23%	nt	nt	10%	2%	i	21
CCCc1cc(=O)[nH]c(Nc2ccccc2O)n1	0%	-6%	nt	nt	nt	-1%	nt	i	nt
CC(C)[C@H](NC(=O)Nc1ccc(S(N)(=O)=O)cc1)C(=O)O	4%	20%	4%	-8%	-12%	17%	-7%	i	10
O=[N+]([O-])c1ccc2c(c1)Nc1nc3ccccc3nc1N2	nt	9%	1%	-8%	-15%	-12%	5%	i	9
COc1ccc(C(CNC(=O)COc2cc(C)cc(C)c2)N2CCCCC2)cc1 (stereo unspecified)	-22%	17%	nt	nt	nt	6%	nt	?	nt
COc1ccc(Oc2nc3c(c(=O)n(C)c(=O)n3C)n2C)cc1	19%	-2%	-10%	-2%	-7%	15%	-7%	i	0
